Assay outcomes (PubChem BioAssay)
All columns: NCI-60 one-dose screen, growth in % after 48 h at 10 µM unless noted; 100 = growth as untreated, 0 = no growth, -100 = all killed.
MDA-MB-468: MDA-MB-468 breast cancer; actives 8.5% (n = 78,000)
RPMI-8226: RPMI-8226 leukemia cells | actives 7.5% (n = 77,000)
K-562: K-562 leukemia | AID 1794777 | actives 7.4% (n = 78,000)
HOP-62: HOP-62 NSCLC | actives 3.9% (n = 80,000) | AID 1794735
CCRF-CEM: CCRF-CEM leukemia | actives 7% (n = 77,000) | AID 1794778
SR: SR leukemia cells; actives 8.7% (n = 73,000)
MOLT-4: MOLT-4 leukemia cells; actives 6.9% (n = 80,000); AID 1794779
MDA-MB-435: MDA-MB-435 melanoma; actives 7.8% (n = 82,000); AID 1794794
The depositor's hits bear a star; . = not tested or not shown; & = joins results of further samples. Rule for the calls: active = growth percent below 10; inactive = the rest.

1. COc1ccc([C@H](C)Nc2nc(Cl)nc3ccccc23)cc1
2. O=C(CN1CCCCCC1)Nc1nc2ccc(NCc3ccccc3)cc2s1
3. Cc1ccc2nc(/C=C/c3ccc(N(C)C)cc3)cc(C)c2c1
4. COc1cc(-c2nc(-c3ccccc3)c(-c3ccc(Sc4ccccc4)cc3)[nH]2)cc(OC)c1O
5. O=C1c2ccccc2C(=O)N1c1ccc(Cl)cc1
6. Cc1ccc(C(=O)N(CCCN)[C@@H](c2nc3cc(Cl)ccc3c(=O)n2Cc2ccccc2)C(C)C)cc1

Compound,1,2,3,4,5,6
MDA-MB-468,15,38,.,120,115,-84*
RPMI-8226,24,53,34,95,103,-37*
K-562,9.9*,33,20,96,98,-31*
HOP-62,44,101,32,108,87,-28*
CCRF-CEM,35,57,17,100,105,1.7*
SR,18,52,22,95,87,-32*
MOLT-4,21,55,40,99,107,-29*
MDA-MB-435,46,78,-5.2*,114,86,-90*

7. CCOC(=O)c1n[nH]n2c1nc(=O)c1cn(C)nc12
8. N#Cc1c(N2CCOCC2)nc2sc3cc(Cl)c(Cl)cc3n2c1=N
9. COc1cc(CNC2CCCCC2)ccc1O
10. CCOC(=O)NC(N)=O
11. O=S(=O)(c1ccccc1)N(c1ccccc1)S(=O)(=O)c1ccccc1
12. CN1CCN(Cc2ccc(NC(=O)c3cncc(C#Cc4cnc5ccc(N6CCN(C)CC6)nn45)c3)cc2C(F)(F)F)CC1

Compound,7,8,9,10,11,12
MDA-MB-468,116,89,108,99&105,116,-75*
RPMI-8226,102,165,111,99&101,80,-14*
K-562,83,98,98,110&91,78,-59*
HOP-62,112,107,95,111&89,103,29
CCRF-CEM,94,98,100,99&99,87,-2.1*
SR,71,114,93,108&90,74,-52*
MOLT-4,91,100,94,106&97,77,-26*
MDA-MB-435,99,104,101,99&101,92,-88*

13. O=C(O)CCCCCSc1nc(-c2ccccc2)cc(-c2ccccc2)n1
14. CC(=Nc1ccc(Cl)cc1N)c1c(O)cc(C)oc1=O
15. Cc1ccc(S(C)(=O)=O)cc1
16. O=c1c2ccccc2sc2ccccc12
17. Nc1nc(Nc2ccc(Cl)c(Cl)c2)nn1Cc1cccc(Br)c1
18. COc1ccc(CC(=O)OCC(C)C)cc1

Compound,13,14,15,16,17,18
MDA-MB-468,112,104,96,103,68,114
RPMI-8226,106,78,101,101,58,110
K-562,110,90,108,93,27,109
HOP-62,111,92,84,99,76,117
CCRF-CEM,111,.,98,89,57,107
SR,121,.,94,81,33,.
MOLT-4,109,87,95,81,27,111
MDA-MB-435,103,94,100,106,70,109

19. COc1ccc(N2[C@@H](CC3=CCCC3)[C@@]3(O)CC[C@@H](O)[C@@H](OC)[C@@H]3[C@@]2(C)[C@H](O)CC=C(C)C)cc1
20. S=P(Oc1cc(Cl)c(Cl)cc1Cl)(N1CCN(c2cccc(Cl)c2)CC1)N1CCN(c2cccc(Cl)c2)CC1
21. COc1cc(C2CC(c3ccc(Cl)cc3)=NN2C=O)ccc1OCCN(C)C (centres undefined)
22. COc1cccc(Cn2ccc3c2-c2oncc2CC3)c1
23. COc1cccc(-c2nn(-c3ccccc3)cc2-c2ccnc(NCCCNS(=O)(=O)c3ccc(Cl)cc3)c2)c1
24. CC(COc1ccc(Cl)cc1Cl)OC(=O)COc1ccc(Cl)cc1Cl (centres undefined)

Compound,19,20,21,22,23,24
MDA-MB-468,77,89,93,93,26,116
RPMI-8226,55,97,77,85,27,94
K-562,53,105,68,98,12,112
HOP-62,93,101,82,.,82,98
CCRF-CEM,91,97,77,106,21,74
SR,61,94,83,91,7.3*,143
MOLT-4,60,100,76,96,15,106
MDA-MB-435,92,98,88,83,43,97

25. CCCCCc1cc(Br)c(OC)c(OC)c1
26. COc1cc(NC(=O)COc2cc(O)c3c(=O)cc(-c4ccccc4)oc3c2)cc(OC)c1OC
27. O=C(Cn1cc(COn2nnc3ccccc32)nn1)Nc1ccccn1
28. C1CCCC(NC2=NCCO2)CCC1
29. COc1ccc2cc(-c3nc4c(cnn4-c4ccccc4)c(=O)[nH]3)c(OC)nc2c1
30. O=C1c2cccc3c(-c4ccc(-c5nc6c7ccccc7c7ccccc7c6[nH]5)cc4)ccc(c23)C(=O)N1c1ccc(F)cc1

Compound,25,26,27,28,29,30
MDA-MB-468,111,91,100,109,101,102
RPMI-8226,101,109,105,118,68,.
K-562,.,105,103,114,90,74
HOP-62,105,106,102,112,97,116
CCRF-CEM,95,113,103,107,86,84
SR,108,117,90,128,.,59
MOLT-4,.,105,98,97,87,77
MDA-MB-435,101,106,101,99,91,94

31. Cc1ccc(N2CCN(CCCN3CCN(c4ccc(Cl)cc4)CC3)CC2)cc1
32. Nn1c(CN2CCN(c3cc4c(cc3F)c(=O)c(C(=O)O)cn4C3CC3)CC2)n[nH]c1=S
33. CCCCn1c(=O)c(C2CNC(=O)c3ccccc3N2)cc2ccc(Cl)cc21 (centres undefined)
34. COc1ccc(C2=CC(c3ccc(C)cc3Br)N3C=CSC3=N2)cc1 (centres undefined)
35. COc1ccc([N+](=O)[O-])cc1N
36. CN(C)CCCNC(=O)C1COc2ccccc2O1 (centres undefined)

Compound,31,32,33,34,35,36
MDA-MB-468,47,99,100,130,.,88
RPMI-8226,64,102,103,102,93,100
K-562,43,101,88,100,106,103
HOP-62,84,96,94,104,99,86
CCRF-CEM,88,99,103,100,85,101
SR,53,99,60,.,80,92
MOLT-4,73,103,107,103,104,93
MDA-MB-435,98,98,103,109,104,100

37. CCCCCCCNc1nc(C=O)ncc1-c1ccc(C(F)(F)F)cc1
38. O=C(O)C1(c2cccc(O)c2)CCCC1
39. Cn1c2c(Cl)c(Cl)ccc2c2c(C#N)c[nH]c(=O)c21
40. COc1ccc(C2NC(=O)Cc3c2sc2c(F)cccc32)c(OC)c1 (centres undefined)
41. O=C(OCc1ccc2cccc(O)c2n1)c1cc2ccccc2[nH]1
42. CN(C)CC1(C)Cc2ccsc2C1O (centres undefined)

Compound,37,38,39,40,41,42
MDA-MB-468,103,103,111,113,94,109&104
RPMI-8226,84,97,65,103,99,99&106
K-562,89,97,106,87,105,93&104
HOP-62,101,109,94,88,84,108&105
CCRF-CEM,84,86,39,106,51,95
SR,-2.5*,104,112,71,116,83&102
MOLT-4,86,98,96,97,109,86&100
MDA-MB-435,100,107,115,91,106,107&111

43. c1ccc(COC2COC(c3ccccc3)OC2)cc1 (centres undefined)
44. CC(=O)OC1(C)C(=O)C=C(C)C=C1C (centres undefined)
45. COc1ccc(-c2c(NC(=O)Nc3ccccc3)cnn2-c2ccc(S(N)(=O)=O)cc2)cc1
46. COC(=O)C1CCN1C(C)(C)C (centres undefined)
47. COc1cccc2c1C=C1CCCCC3=Cc4c(OC)cccc4OC13O2
48. COC(=O)CC(=O)C(=O)OC

Compound,43,44,45,46,47,48
MDA-MB-468,111,110,105,.,19,95
RPMI-8226,93,.,103,103,43,101
K-562,90,100,92,99,17,101
HOP-62,100,83,106,108,57,103
CCRF-CEM,95,105,98,98,28,.
SR,83,99,91,107,29,93
MOLT-4,98,85,96,101,29,98
MDA-MB-435,119,107,108,104,-16*,120

49. COc1ccccc1Nc1cc(NC(=O)CNc2cc(OC)c(Cl)c(OC)c2Cl)ncn1
50. CCCCCNc1ccc(NCCCCC)c2c1C(=O)c1ccccc1C2=O
51. CCCCC(CC)CNC(=O)CI (centres undefined)
52. CC(COc1ccccc1)OC(=O)Nc1ccccc1 (centres undefined)
53. Cc1ccc(/C=C/C2=NN(c3ccc(-c4ccc(Cl)cc4)nn3)C(c3ccc(C)s3)C2)s1 (centres undefined)
54. CCN(CC)c1ccc(NC(C)=O)cc1

Compound,49,50,51,52,53,54
MDA-MB-468,104,104,98,115,93,.
RPMI-8226,99,103,110,95,116,116
K-562,86,108,105,86,104,116
HOP-62,90,102,102,104,104,106
CCRF-CEM,81,97,90,95,106,108
SR,73,91,96,88,112,148
MOLT-4,100,100,94,89,103,151
MDA-MB-435,106,113,110,100,93,103

55. COc1cc2c(c(OC)c1OC)C(=O)CC(c1cccc(NC(=O)c3cc(NC(=O)[C@@H](N)CO)ccc3Cl)c1)O2 (some centres undefined)
56. CC1=C2[C@H]3OC(=O)[C@@H](C)[C@@H]3CC[C@@]2(C)C=C/C1=N\O
57. COc1ccc(/C=C/c2nc(Nc3ccc(S(=O)(=O)Nc4nc(C)cc(C)n4)cc3)c3ccccc3n2)cc1
58. O=S(=O)(O)CCc1ccncc1
59. CNCCOc1nc2c3cnccc3cc(-c3cc(OC)c(OC)c(OC)c3)c2c2ccncc12
60. O=C1OC2CC3CC1C2C3 (centres undefined)

Compound,55,56,57,58,59,60
MDA-MB-468,58,109,24,111,-43*,104&99
RPMI-8226,76,.,62,93,-32*,107&100
K-562,45,102,.,116,.,96&107
HOP-62,112,95,76,108,-39*,85&100
CCRF-CEM,77,85,62,.,-13*,108&90
SR,56,77,49,111,-18*,93
MOLT-4,71,100,66,113,-15*,99&101
MDA-MB-435,67,112,61,112,-90*,105&105

61. COc1cc2nc(N3CCC[C@@H](NC(=O)c4ccco4)C3)nc(N)c2cc1OC
62. CCOC(=O)c1sc(=S)[nH]c1C
63. CC(C)(C)OC(=O)N1CCc2c(sc3ncnc(Nc4ccc(NC(=O)Nc5ccc(Cl)cc5)cc4)c23)C1
64. CCN(c1ccccc1)S(=O)(=O)c1ccc(Oc2ccccc2)c(N)c1
65. CCc1nnc2c3cc4ccccc4n3cnn12
66. Cn1cc(-c2ccc3c(c2)OCCO3)c(C(=O)NCc2ccc(F)cc2)n1

Compound,61,62,63,64,65,66
MDA-MB-468,42,97,86,92&102,93,87
RPMI-8226,17,96,77,90,68,90
K-562,63,100,90,75&84,106,93
HOP-62,85,106,59,108&125,96,105
CCRF-CEM,68,94,81,94,73,.
SR,101,103,68,94&87,.,85
MOLT-4,101,103,86,92&90,115,100
MDA-MB-435,78,107,102,96&114,104,99

Whole records as entered above. Screens in order: MDA-MB-468 | RPMI-8226 | K-562 | HOP-62 | CCRF-CEM | SR | MOLT-4 | MDA-MB-435
Record of `CCOC(=O)c1sc(=S)[nH]c1C` : 97 | 96 | 100 | 106 | 94 | 103 | 103 | 107
Record of `CCc1nnc2c3cc4ccccc4n3cnn12` : 93 | 68 | 106 | 96 | 73 | . | 115 | 104
Record of `CC(C)(C)OC(=O)N1CCc2c(sc3ncnc(Nc4ccc(NC(=O)Nc5ccc(Cl)cc5)cc4)c23)C1` : 86 | 77 | 90 | 59 | 81 | 68 | 86 | 102

(further entries)
67. CC(=O)OCC(=O)[C@@]1(O)CCC2C3CCC4=CC(=O)CC[C@]4(C)C3[C@@H](O)C[C@@]21C (some centres undefined)
68. O=C(CC(c1ccccc1)(c1ccccc1)c1ccccc1)c1ccccc1
69. COc1cc(-c2nc(SCc3ccc(C)cc3)[nH]c(=O)c2C#N)ccc1OCc1ccccc1
70. COc1cc(/C=C/C(=O)/C=C(O)/C=C/c2ccc(OC(=O)c3cccs3)c(OC)c2)ccc1OC(=O)c1cccs1
71. CN(C)CC(=O)O
72. O=C(Nc1cccc(Cl)c1)OCCCl
73. CCOC(=O)c1c(NC(=O)c2ccc(Cl)cc2)sc2c1CCCC2
74. O=C(CBr)c1ccc(OC(=O)c2ccccc2)cc1
75. COc1ccc(-c2cc(C(=O)c3cc([N+](=O)[O-])ccc3O)c[nH]c2=O)cc1

Compound,67,68,69,70,71,72,73,74,75
MDA-MB-468,106,50,87,115,105,76,100,116,99
RPMI-8226,65,82,105,100,.,63,106,90,82
K-562,127,74,88,93,99,52,109,89,83
HOP-62,109,87,104,110,98,87,102,100,94
CCRF-CEM,76,90,116,102,104,73,100,68,96
SR,123,97,125,89,95,72,110,89,.
MOLT-4,109,71,129,93,96,74,106,95,96
MDA-MB-435,99,98,98,102,108,89,95,106,98
